# CHT allo act: allosterically activates the human high affinity choline transporter. Q9GZV3. CHT-expressing cells, membrane potential dye, choline EC20; active compounds read high; LV-AA mutant CHT in HEK293 cells. B-score at 10 µM. 0.49% of 310,000 active. AID 488977;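 active = initial fluorescence not abnormally high and integrated response B-score, plate-corrected, over 3 SD above library mean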
# Target sequence (Q9GZV3 whole entry, looked up): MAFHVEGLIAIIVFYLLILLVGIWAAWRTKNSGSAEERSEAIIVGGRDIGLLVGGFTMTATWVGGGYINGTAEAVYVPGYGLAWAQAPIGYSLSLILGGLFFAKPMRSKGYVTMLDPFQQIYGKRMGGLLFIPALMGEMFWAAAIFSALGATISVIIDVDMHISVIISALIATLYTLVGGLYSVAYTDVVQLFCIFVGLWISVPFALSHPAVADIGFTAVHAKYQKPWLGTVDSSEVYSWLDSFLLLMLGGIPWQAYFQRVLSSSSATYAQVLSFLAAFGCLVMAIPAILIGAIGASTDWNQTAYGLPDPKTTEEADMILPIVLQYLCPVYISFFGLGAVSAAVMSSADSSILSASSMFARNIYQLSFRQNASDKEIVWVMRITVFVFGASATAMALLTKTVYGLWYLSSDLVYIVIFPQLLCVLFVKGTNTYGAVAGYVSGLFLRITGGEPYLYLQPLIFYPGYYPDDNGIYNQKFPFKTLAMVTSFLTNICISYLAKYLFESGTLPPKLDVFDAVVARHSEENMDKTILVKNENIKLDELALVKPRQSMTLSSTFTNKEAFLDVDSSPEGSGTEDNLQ
# OX1R antagonist: antagonists of human orexin 1 receptor; O43613; CHO/OX1R cells, Fluo-8 calcium fluorescence, orexin A; inhibition, % at 5 µM; 0.43% of 330,000 active; AID 434989;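 active = inhibition above its plate's threshold, mean inhibition of all tested compounds on the plate plus 3 SD, cut at about 37% in these data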;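 also: 0% = orexin A challenge wells and 100% = SB-334867-A antagonist wells; not every result past the cut was called active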
# Target sequence (O43613 whole entry, looked up): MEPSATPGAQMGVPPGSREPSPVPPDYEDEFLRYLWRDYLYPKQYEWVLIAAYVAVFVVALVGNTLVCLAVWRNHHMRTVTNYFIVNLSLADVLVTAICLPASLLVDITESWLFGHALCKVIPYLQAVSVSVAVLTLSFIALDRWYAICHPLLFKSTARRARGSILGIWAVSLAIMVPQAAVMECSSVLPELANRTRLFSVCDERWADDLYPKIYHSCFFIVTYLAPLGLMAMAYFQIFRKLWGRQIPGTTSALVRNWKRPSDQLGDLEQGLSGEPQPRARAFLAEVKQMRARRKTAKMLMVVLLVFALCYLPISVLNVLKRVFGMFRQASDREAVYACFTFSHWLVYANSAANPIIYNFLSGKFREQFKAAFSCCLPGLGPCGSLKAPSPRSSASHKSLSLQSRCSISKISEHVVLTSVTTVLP
# * = called active by the depositor; i = inactive; nt = no result given; & = joins results of further samples.
cpd	SMILES	OX1R antagonist	CHT allo act
1	Cc1ccc(NC(=O)C2CCN(C(=O)[C@@H]3Cc4ccccc4CN3)CC2)cc1	5	i
2	COc1cc(C(=O)NCCc2ccc3c(c2)OCCO3)ccc1OCC(=O)N1CCOCC1	-24	i
3	Cc1nc(SCC(=O)Nc2cc(S(=O)(=O)N3CCOCC3)ccc2Cl)nc(C)c1C	-23	nt
4	O=C(COc1cccc(C(F)(F)F)c1)Nc1ccc(S(=O)(=O)N2CCCC2)cc1	-9	i
5	Cc1oc(-c2ccccc2)nc1CS(=O)CC(=O)NC1CCCC1 (stereo unspecified)	-17	i
6	CCOC(=O)C1CCN(Cc2cc(C(C)C)c(O)c(C(C)C)c2)CC1	-30	i
7	Cc1ccc(-c2nc3ncccc3n2O)cc1	15	i
8	COc1ccc(CCNC(=O)CCCN2C(=O)c3ccccc3C2=O)cc1	-12	i
9	Cn1c(COc2ccc(Cl)cc2)nnc1SCC(=O)NC1CCCCC1	-31	i
10	C=CCNC(=O)NC(=O)COC(=O)/C(C#N)=C/c1cc(C)n(CCC(C)C)c1C	-7	i
11	CCOc1ccc(NC(=O)c2cccc(OC(=S)N3CCOCC3)c2)cc1	-25	i
12	CCn1ccnc1[C@@H]1C[C@H]2CN(c3ccccc3OC)C(=O)[C@]23CCCN13	-4	i

# A draw from above in order of molar mass, high to low:
cpd	SMILES	OX1R antagonist	CHT allo act
10	C=CCNC(=O)NC(=O)COC(=O)/C(C#N)=C/c1cc(C)n(CCC(C)C)c1C	-7	i
9	Cn1c(COc2ccc(Cl)cc2)nnc1SCC(=O)NC1CCCCC1	-31	i
12	CCn1ccnc1[C@@H]1C[C@H]2CN(c3ccccc3OC)C(=O)[C@]23CCCN13	-4	i
6	CCOC(=O)C1CCN(Cc2cc(C(C)C)c(O)c(C(C)C)c2)CC1	-30	i
5	Cc1oc(-c2ccccc2)nc1CS(=O)CC(=O)NC1CCCC1 (stereo unspecified)	-17	i

# Next section.
cpd	SMILES	OX1R antagonist	CHT allo act
13	O=c1cc(CN2CCN(c3ccc(F)cc3)CC2)nc2sccn12	-14	i
14	Cc1cc(C)n(/N=C/c2ccc(O)cc2)c(=O)c1C#N	-32	i
15	S=c1[nH]nc(-c2ccccc2Cl)n1/N=C/C=C/c1ccco1	-1	i
16	O=C(NCC1CCCO1)C(c1cccs1)N(Cc1cccs1)C(=O)Cn1nnc(-c2cccs2)n1 (stereo unspecified)	-8	i
17	O=C(c1ccco1)N1CCN(C(=O)c2cnn3c(C(F)(F)F)cc(-c4cccs4)nc23)CC1	-18	i
18	N[C@@H](Cc1cc(I)c(Oc2ccc(O)c(I)c2)c(I)c1)C(=O)O	1&2	i
19	CN(C)c1ccc(C(CNS(=O)(=O)c2ccc(F)cc2)c2c[nH]c3ccccc23)cc1 (stereo unspecified)	-12	i
20	O=C(CCSc1ccccc1)NC1CCCC1	-18	i
21	COc1ccc(-c2nc(NC(C)=O)sc2-c2ccccc2)cc1	-19	i
22	CN1CCc2c(sc(NC(=O)c3ccc(S(=O)(=O)N4CCOCC4)cc3)c2C(N)=O)C1	-18	6.6*
23	CN(C1CCCCC1)S(=O)(=O)c1ccc(NC(=O)C2CCCCC2C(=O)O)cc1 (stereo unspecified)	-10	i
24	O=C(CSc1n[nH]c(=O)n1C1CC1)c1c[nH]c2ccccc12	0	nt
25	COc1cccc(NC(=S)N(CCN(C)C)C(C)c2cccnc2)c1 (stereo unspecified)	-7	i
26	Cc1oc2c(C)c3oc(=O)c(CCC(=O)NCCCN4CCCC4=O)c(C)c3cc2c1C	-12	i
27	O=C(CSc1nnc2c(Cl)cc(C(F)(F)F)cn12)NCc1ccc(F)cc1	-5	i
28	CCOC(=O)CN1CC23C=CC(O2)C(C(=O)Nc2ccc4c(c2)OCO4)C3C1=O (stereo unspecified)	-2	i
29	CNc1nc(C)c(C(=O)OCc2ccccc2)s1	-6	i
30	CCC(=O)Nc1ccc(C(=O)NNC(=O)Cc2ccccc2)cc1	-16	i
31	Cc1csc(SCC(=O)c2c(N)n(CC(C)C)c(=O)n(C)c2=O)n1	-16	i
32	C=CCN1C(=O)C(=O)N(CC(=O)c2ccc3c(c2)CCCC3)C1=O	-19	nt
33	O=C(CCCN1C(=O)C(c2ccccc2)Oc2cccnc21)Nc1ccccc1Cl (stereo unspecified)	-31	i
34	CCN(CC(=O)Nc1ccc(NC(C)=O)cc1)C(=O)C12CC3CC(CC(Cl)(C3)C1)C2	-14	i
35	CC(Sc1nc2c(c(=O)[nH]1)CCCC2)C(=O)Nc1ccccc1C#N (stereo unspecified)	-27	i
36	COc1c2c(nc3ccccc13)OC(C(C)(O)COC(C)=O)C2 (stereo unspecified)	-18	i
37	Cc1ccc(S(=O)(=O)NC2CCCCCC2)cc1C(N)=O	-2	i
38	COc1ccc(CCNC(=O)C(=O)c2c[nH]c3ccccc23)cc1OC	nt	i
39	COc1ccccc1NC(=S)NC1CCC(CC2CCC(NC(=S)Nc3ccccc3OC)CC2)CC1 (stereo unspecified)	0	i
40	CCC(CC)NC(=O)c1cc2c(C)nn(Cc3ccccc3Cl)c2s1	-42	i
41	O=C(CSc1nc(-c2ccccc2)cc(=O)[nH]1)N1CCOCC1	-7	i
42	Cc1ccc(NC(=O)/C(=C\c2cccc([N+](=O)[O-])c2)NC(=O)c2cccs2)cc1	7	i
43	O=C(NN=C1CCCCC1)NC1CCCCC1	-15	i
44	O=C(O)c1cc([N+](=O)[O-])cc2c1nnn2O	-14	i
45	COC(=O)CCC(=O)OC1(C)C(=O)C=C2C=C(C3CC3)N(C3CCCC3)C=C2C1=O (stereo unspecified)	-14	i
46	COC1(OC)C(=N/O)/C(=N\O)CCC1O (stereo unspecified)	-10	i
47	CN(Cc1nc2ccccc2c(=O)[nH]1)C(=O)c1cccc(S(=O)(=O)N2CCCCCC2)c1	-32	nt
48	COc1cccc(N2CCN(C(=O)c3ccc(CS(=O)Cc4ccc(C)cc4)o3)CC2)c1 (stereo unspecified)	-38	i

# Full records, looked up by structure.
# CCC(CC)NC(=O)c1cc2c(C)nn(Cc3ccccc3Cl)c2s1 across the screens: OX1R antagonist = -42; CHT allo act = i
# O=C(CSc1nc(-c2ccccc2)cc(=O)[nH]1)N1CCOCC1 across the screens: OX1R antagonist = -7; CHT allo act = i

# Next records.
cpd	SMILES	OX1R antagonist	CHT allo act
49	Cc1nc2n(COCCO)cnn2c(=O)c1Br	5	i
50	O=C1OC(Nc2nc(-c3ccc(F)cc3)cs2)c2ccccc21 (stereo unspecified)	nt	i
51	CCC(=O)c1ccc(OCC(=O)N2CCCC2)c(OC)c1	-2	i
52	Cc1c(C(=O)NCC2CCCO2)cccc1[N+](=O)[O-] (stereo unspecified)	5	i
53	CC1CC(=O)c2cnc(Nc3cccc(C(F)(F)F)c3)nc2C1 (stereo unspecified)	-18	i
54	COc1ccc(/C=N/Nc2ncnc3sc4c(c23)CCCC4)cc1O	-17	i
55	CCN1CCCC1Cn1cnc2c([nH]c3cccc(Cl)c32)c1=O (stereo unspecified)	-18	i
56	CC/C(=C1/C(=O)CC(C)(C)C(C(=O)OC)C1=O)N1CCCC1 (stereo unspecified)	-7	i
57	Cc1ccccc1/C=N/N1C(=O)CSC1=S	-5	i
58	COc1ccc(C2=CSC3=NNC4(CCCCC4)NN23)cc1	-26	i
59	Cc1c(C(=O)O)c2cc(O)ccc2n1-c1ccccc1	3	i
60	CCC(C(=O)NC1CCN(C)CC1)c1ccccc1 (stereo unspecified)	-9	i
61	O=C(O)C1Cc2ccccc2CN1S(=O)(=O)c1ccc2ccccc2c1 (stereo unspecified)	-10	i
62	O=c1[nH]c(/C=C/c2cccc([N+](=O)[O-])c2)c([N+](=O)[O-])c(=O)[nH]1	-3	i
63	Cc1ccc2nc(-c3ccco3)c(Nc3ccccc3)n2c1	-43	i
64	OC(COc1c(F)cc(Br)cc1F)CN1CCc2ccccc2C1 (stereo unspecified)	-38	i
65	CCOC(=O)Cn1c(=NC(=O)CSC(C)=O)sc2cc(F)ccc21	-15	i
66	CCN(CC(=O)NC1CCS(=O)(=O)C1)c1ccc(S(=O)(=O)N(CC)CC)cc1[N+](=O)[O-] (stereo unspecified)	0	nt
67	O=C(c1cc([N+](=O)[O-])cc([N+](=O)[O-])c1)N1CCCc2ccccc21	-24	i
68	COc1ccc(C(=O)Nc2ccc(NC(=O)c3ccccc3OC)nc2)cc1	-17	i
69	Cc1ccc(-c2nc(CSCC(=O)N3CCN(C(=O)c4ccco4)CC3)c(C)o2)cc1	-35	i
70	CCC(=O)Nc1nc2nc(C)cc(=O)n2[nH]1	-9	i
71	O=C(CNC(=O)N1CC(=O)Nc2ccccc21)Nc1ccc(Cl)cc1	4	i
72	O=C(NC1CC(=O)N(c2ccc(F)cc2)C1)N1CCN(C(=O)c2ccco2)CC1 (stereo unspecified)	-5	i

# In another format: results already given.
# Values in the order – OX1R antagonist | CHT allo act
(65) CCOC(=O)Cn1c(=NC(=O)CSC(C)=O)sc2cc(F)ccc21
    -15 | i
(72) O=C(NC1CC(=O)N(c2ccc(F)cc2)C1)N1CCN(C(=O)c2ccco2)CC1 (stereo unspecified)
    -5 | i

# (further entries)
cpd	SMILES	OX1R antagonist	CHT allo act
73	CCOC(=O)N=S(=O)(Oc1ccc([N+](=O)[O-])cc1)c1ccccc1 (stereo unspecified)	-24	i
74	O=C(CNc1cccc(Cl)c1)NNC(=S)NCc1ccccc1	-1	i
75	N/C(=N\OS(=O)(=O)c1ccc2ccccc2c1)c1ccncc1	9	i
76	Cn1c(C(=O)N2CCN(c3ccc(F)cc3)CC2)cc2ccccc21	-32	i
77	CCN(C(=O)CSc1nnc(SC)s1)c1c(N)n(Cc2ccccc2)c(=O)[nH]c1=O	8	nt
78	Cn1c(N)c(C(=O)CCl)c(=O)n(Cc2ccccc2)c1=O	-13	i
79	CCCc1ccc(Oc2c(-c3ccc(O)c(C)c3O)n[nH]c2C)cc1	23	i
80	Cc1ccc(C(C(=O)NC2CCCC2)N(Cc2ccc(F)cc2)C(=O)c2snc(C(N)=O)c2N)o1 (stereo unspecified)	-44	i
81	O=S(=O)(c1cccc(-c2cn3cc(Cl)ccc3n2)c1)N1CCOCC1	-30	i
82	COc1ccc2cc3cc(C(=O)NCCC(C)C)oc3nc2c1	-19	i
83	Cc1nc(C)c(-c2csc(NCc3ccccc3)n2)s1	-19	i
84	Cc1nc(C(C)NC(=O)c2cc(COc3ccc(C)c(C)c3)on2)c(C)s1 (stereo unspecified)	-27	i
85	COC(=O)COc1ccccc1C(N)=O	-23	i
86	Cc1c(C(=O)NCc2ccco2)sc2nc(-c3ccccc3)cn12	-12	i
87	O=C(Cn1cncn1)N/N=C/c1cccnc1	-1	i
88	COc1ccc(C2=CC(=O)C[C@H](c3ccc(F)cc3)C2)cc1F	-23	nt
89	CCOn1c(-n2nc(C)cc2C)nc2ccccc2c1=O	4	i
90	CCOC(=O)C1CCCN(S(=O)(=O)c2ccc3c(c2)N(C(C)=O)CCO3)C1 (stereo unspecified)	-14	i
91	O=C(/C(=C(/[O-])c1ccccc1)[n+]1ccccc1)c1ccc([N+](=O)[O-])cc1	-12	i
92	C/C(=N\Nc1ccc(F)cc1F)c1cccs1	-18	i
93	Cc1ccc(N(CC(=O)NCC2CCCO2)C(=O)CCC(=O)Nc2nccs2)cc1 (stereo unspecified)	-8	i
94	O=C(c1ccc(N2C(=O)c3ccccc3C2=O)cc1)N1CCCCC1	-18	i
95	Cc1ccccc1CN1CCNC(=O)C1CC(=O)NCCC1=CCCCC1 (stereo unspecified)	-33	i
96	Cc1cc(CCC(=O)O)c(C)cc1CCC(=O)O	-12	i
97	COc1ccc(S(=O)(=O)NC(CC(=O)N2CCc3ccccc32)c2ccco2)cc1 (stereo unspecified)	-26	i
98	CC(C)c1ccc(NC(=O)C(c2ccccc2)N(Cc2ccco2)C(=O)CC2NC(=O)NC2=O)cc1 (stereo unspecified)	-33	i
99	C[C@H](CO)N1C[C@H](C)[C@@H](CN(C)C)Oc2c(NS(=O)(=O)c3ccccc3)cccc2C1=O	-11	nt
100	CN(c1ccccc1)S(=O)(=O)c1ccc(Cl)nc1	-13	i
101	CN(c1ccc(C(=O)Nc2ccccc2Sc2ccccc2)cc1)S(C)(=O)=O	-16	i
102	N#CC(C#N)=C1c2cc(S(=O)(=O)NCCO)ccc2-c2ccc(S(=O)(=O)NCCO)cc21	-9	9.5*
103	CC[C@@]12C(=O)N(c3cccc(F)c3)C(=O)N1[C@H](c1ccc(OC)cc1)[C@@H]1C(=O)N(C(C)(C)C)C(=O)[C@@H]12	-23	i
104	N#Cc1c(N)nc2c(c1N)CC(CCl)O2 (stereo unspecified)	-17	i
105	CCOc1ncccc1C(=O)NNC(=O)c1ccc(NS(=O)(=O)c2cccs2)cc1	3	i
106	C/C(=N\NC(=O)c1ccc(O)cc1O)c1cccnc1	nt	i
107	O=C(Cn1[nH]c(=O)c2ccccc2c1=O)OCC(=O)c1ccc(Br)cc1	-3	i
108	COc1ccc(NC(=O)CCC(=O)c2cccs2)cc1Cl	-13	i
109	O=c1cc(C(F)(F)C(F)F)oc2ccccc12	2	i
110	CCOc1ccc(NS(=O)(=O)c2c(C)nc3sc(CC)nn3c2=O)cc1	-16	i
111	COc1ccc(NC(=O)CC23CC4CC(CC(Br)(C4)C2)C3)c(OC)c1	-21	i
112	Oc1ccccc1/C=C/c1noc(-c2ccccc2O)n1	-7	i
113	CC1=Nc2cc(C(=O)O)ccc2Sc2ccc(Br)cc21	13	i
114	CN(C)CCNC(=O)C(=O)NCC1OCCCN1S(=O)(=O)c1cccs1 (stereo unspecified)	8	i
115	C=CCNC(=O)c1ccccc1NC(=O)c1ccc(Cl)c(S(=O)(=O)Nc2cccc(C)c2C)c1	-15	i
116	CC(C)c1nnc(NC(=O)C2CCN(C(=O)Nc3ccc(Cl)cc3)CC2)s1	-48	i
117	Fc1ccccc1Cn1c2[n+](c3ccc(C(F)(F)F)cc31)CCCCC2	-16	i
118	CC(C)C(=O)Nc1oc(-c2ccccc2)cc1C#N	-8	i
119	Cc1ccc(C(=O)OCCc2c(C)[nH]n(-c3ccccc3)c2=O)cc1	-34	i
